From PubChem
CHOP inhibitor = inhibitors of CHOP induction in ER stress response | CHO-K1 CHOP-promoter luciferase, tunicamycin-induced, 15-18 h | inhibition, % at 10 µM | 3.8% of 220,000 active | AID 2732;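 active = compounds that reduced the stress-induced luciferase reporter signal by more than about 70% of percent inhibition, limit read from the data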;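 note: 0% = tunicamycin plus vehicle and 100% = wells without tunicamycin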
FXIa inh 1536 = factor XIa (human) inhibition; purified FXIa, Boc-Glu-Ala-Arg-AMC fluorogenic substrate; P03951; inhibition, % at 5 µM; 0.14% of 220,000 active;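 active = inhibition of at least 40%; inactive = inhibition below 40%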;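 note: fluorescence of freed AMC excited at 355 nm; 0% = enzyme without compound and 100% = no enzyme blank; many of its hits are not listed in these tables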
Target sequence (P03951 19-387 limits assumed): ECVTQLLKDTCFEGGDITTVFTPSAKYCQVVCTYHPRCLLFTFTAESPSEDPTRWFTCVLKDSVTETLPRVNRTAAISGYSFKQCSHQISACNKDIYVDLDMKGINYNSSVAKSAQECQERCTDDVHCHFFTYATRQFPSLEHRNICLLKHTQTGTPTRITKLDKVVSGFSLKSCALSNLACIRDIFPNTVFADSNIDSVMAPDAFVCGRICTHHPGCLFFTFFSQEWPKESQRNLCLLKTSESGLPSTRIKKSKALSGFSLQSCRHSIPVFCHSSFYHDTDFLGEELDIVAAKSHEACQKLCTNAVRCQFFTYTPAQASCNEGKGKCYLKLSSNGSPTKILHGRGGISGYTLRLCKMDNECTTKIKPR
Target sequence (P03951 388-625 limits assumed): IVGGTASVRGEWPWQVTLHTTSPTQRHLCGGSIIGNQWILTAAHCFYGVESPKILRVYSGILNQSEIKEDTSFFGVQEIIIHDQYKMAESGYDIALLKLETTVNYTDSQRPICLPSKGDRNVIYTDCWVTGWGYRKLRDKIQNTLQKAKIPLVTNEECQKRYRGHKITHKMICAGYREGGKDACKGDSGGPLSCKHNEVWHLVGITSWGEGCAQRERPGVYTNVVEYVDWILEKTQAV
TNF necrop inh = blocks TNF-alpha induced death of Jurkat FADD-/- cells; Jurkat FADD-/- TNF necroptosis rescue, ATP luminescence, 24 h; 0 = TNF only, 100 = no-TNF cells; activation (protection from cell death), % at 10 µM; 0.068% of 220,000 active;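 active = activation, meaning protection from cell death, of at least 50% relative to plate controls; inactive = activation below 50%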;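 note: necroptosis triggered by 40 ng/mL TNF-alpha added together with compound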
Wee1 degr inh = inhibitors of human Wee1 degradation. P30291. HeLa Luc-Wee1K328M stability, luciferase luminescence; 100% = proteasome inhibitor MG132 effect. reporter increase, % at 5 µM. 1.2% of 220,000 active. AID 1321;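 active = activation above the mean of all tested compounds plus 3 SD, set per screening run, cut at about 8.8% in these data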;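 note: cells exposed to compound for 20 h before luminescence read; 0% = DMSO alone and 100% = MG132 at 30 µM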
PGE2 EP2 inh = EP2 receptor (human) inhibition. inhibition, % at 25 µM. P43116. AID 1422. 0.52% of 260,000 active. C6 glioma cells expressing human EP2, cAMP TR-FRET; cells stimulated with saturating PGE2;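 active = percent inhibition above 40 after rounding to a whole number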;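 note: rat C6 glioma host cells with rolipram phosphodiesterase inhibitor present; the protocol text gives 20 µM as final concentration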
Target sequence (P43116 whole entry, looked up): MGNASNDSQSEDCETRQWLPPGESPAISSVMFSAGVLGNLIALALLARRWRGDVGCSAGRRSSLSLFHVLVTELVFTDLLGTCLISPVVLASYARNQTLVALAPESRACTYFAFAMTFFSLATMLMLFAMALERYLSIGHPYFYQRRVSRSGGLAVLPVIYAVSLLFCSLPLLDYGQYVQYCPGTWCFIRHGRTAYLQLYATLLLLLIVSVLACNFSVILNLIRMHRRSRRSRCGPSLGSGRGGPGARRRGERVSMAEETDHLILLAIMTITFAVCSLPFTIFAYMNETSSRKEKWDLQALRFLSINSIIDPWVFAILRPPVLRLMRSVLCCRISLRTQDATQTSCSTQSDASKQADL
TbHK1 inh = blocks Trypanosoma brucei hexokinase 1 activity; inhibition, % at 10 µM; 0.11% of 220,000 active; recombinant TbHK1, G6PDH-coupled NADH A340; AID 1430;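 active = inhibition of 50% or more in the single-dose primary screen; inactive = inhibition below 50%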
PPC-1+TRAIL kill = compounds killing PPC-1 cancer cells with TRAIL present (potentiator screen, no TRAIL-free arm). 0.41% of 220,000 active. cell killing (% activity), % at 4 µM. PPC-1 cells + TRAIL, ATPLite viability luminescence. AID 1443;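 active = cell killing above 50% in the first pass at 4 µM, then a duplicate retest at 5 µM averaging 50% or more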;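 note: plate controls were cells with TRAIL plus DMSO for no effect and medium-only wells lacking cells for full effect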
FXIIa inh = blocks human coagulation factor XIIa protease activity; P00748; purified FXIIa, Boc-QGR-AMC fluorogenic substrate, 2 h; inhibition, % at 5 µM; 0.3% of 220,000 active; in the data active = inhibition above about 40%;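 note: 0% = enzyme with no compound and 100% = blank without enzyme; many of its hits are not listed in these tables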
zVAD death inh = L929 zVAD cell death inhibition; L929 zVAD necroptosis rescue, ATP luminescence, 24 h; with zVAD 60 µM; viability rescue, % at 10 µM; 0.38% of 220,000 active;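 active = activation, scaled between plate controls, above about 75%, limit read from the data; inactive = activation under that limit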;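 note: 0% = zVAD with DMSO and 100% = DMSO alone without zVAD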
* hit, by the source's call; . = no result given; & = joins results of further samples. Only part of the results is shown. The share of hits here may be higher or lower than overall.

structure,CHOP inhibitor,FXIa inh 1536,TNF necrop inh,Wee1 degr inh,PGE2 EP2 inh,TbHK1 inh,PPC-1+TRAIL kill,FXIIa inh,zVAD death inh
Fc1ccccc1CSc1nnc(-c2ccccc2)o1,0.4,2.8,9.2,1.6,0.5,-1.3,36.4,13.6,-0.3
CCc1ccc(N(C(=O)Cc2cccs2)C(C(=O)NC2CCCCC2)c2cn(C)nc2C)cc1 (stereo not given),1.1,3.7,-5.1,1.9,2.4,-3.6,8.6,18.5,-0.5
CCOC(=O)CNC(=O)CSc1ccc2nnc(-c3ccc(F)cc3)n2n1,-8.9,4.5,-0.3,-1.9,4.8,-0.3,13.6,9.8,-0.6
Fc1ccc(NC(=S)Nc2ccc(Br)cc2)cc1,50.8,-3.8,-4.3,-0.8,15.0,-1.9,1.7,10.4,-0.8
O=C(COc1ccc(-c2ccccc2)cc1)N1CCCC1,-3.0,-5.7,-0.1,0.8,6.0&7.4,-6.9,.,3.5,2.6
Cc1c(C(=O)O)c(=O)n(-c2ccccc2)n1-c1ccccc1,4.0,-1.5,0.9,1.2,6.3,-4.2,18.0,0.3,1.4
CCOCCCNC(=O)c1ccc(CS(=O)(=O)Cc2ccccc2F)o1,16.9,-2.6,-0.1,-1.4,2.2,-2.9,5.7,8.0,0.2
Cc1cc2nc(CCN(Cc3cccnc3)C(=S)Nc3ccccc3)[nH]c2cc1C,8.1,-2.2,-4.1,-0.5,34.9&9.4,-9.8,24.0,-5.2,0.2
C/C(CC(=O)NC(C)(C)C)=N\NC(=O)COc1ccc(C)cc1Br,25.2,-5.5,1.1,9.5*,1.4,0.9,-6.9,0.8,2.4
COc1ccccc1NC(=O)/C(C#N)=C/c1c(C)nn(-c2ccc(F)cc2)c1Cl,18.7,-1.2,1.7,-1.0,10.0,-3.8,-3.0,9.0,0.2
CN(C)C(CNC(=O)C1CCN(S(=O)(=O)c2ccccc2)CC1)c1ccccc1 (stereo not given),-3.0,-2.2,-0.1,-1.3,3.9,-1.3,18.0,0.6,-0.2
O=C(NC(=S)Nc1ccc(N2CCOCC2)c(Cl)c1)c1cncc(Br)c1,26.6,7.3,0.2,3.6,12.1,28.6,32.7,15.1,1.7
Cc1cc(-c2ccc(Br)cc2)n[nH]1,10.0,-0.1,3.9,1.8,7.3,-1.6,11.2,9.2,16.7
CCCCN(CC)C(=O)CSc1nc2n[nH]c(C)c2c(=N)n1-c1cccc(C)c1,45.1,-1.8,-4.3,-0.3,7.6,-3.2,12.3,4.0,3.7
O=c1[nH]c(=O)n(C2CCCO2)cc1F (stereo not given),4.0,-1.6,3.6,-3.5,11.1,-3.0,17.3,11.3,3.3
N/C(=N\OC(=O)COc1cc(Cl)c(Cl)cc1Cl)c1ccncc1,-15.9,-4.1,1.0,-1.8,10.8,-0.8,12.0,4.1,5.8
O=C(NN1C(=O)c2ccccc2C1=O)C1CCCCC1,-14.8,0.0,-1.9,-1.1,.,0.1,4.6,9.0,0.3
CCC(=O)N1CCc2cc(OC)c(OC)cc2C1COc1ccccc1OC (stereo not given),-22.3,-5.8,3.4,-1.3,1.4,-1.2,-8.3,-2.9,1.4
Cc1cc(NC(=O)COC(=O)C2CCN(S(=O)(=O)c3c(Cl)cccc3Cl)CC2)no1,26.3,18.7,-0.1,-3.5,19.4,-1.1,17.2,43.2*,0.3
O=C(C1CCCCC1)N1CCC(n2nnc3ccccc32)CC1,42.7,6.9,-1.6,-0.4,12.1,0.4,-17.6,18.1,-1.3
CC(=O)Nc1cccc(NC(=O)COc2nncc3ccccc23)c1,19.2,-6.3,-0.4,0.8,4.8,2.0,3.9,4.7,-0.1
COCCNc1cc(NCCOC)c([N+](=O)[O-])cc1[N+](=O)[O-],29.0,1.6,0.6,-2.2,7.6,-26.9,36.9,12.4,0.8
O=C(Nc1ccccc1N1CCN(C(=O)c2ccc(Cl)cc2)CC1)c1ccc(Br)cc1,8.1,4.4,-0.1,0.5,4.8,-4.2,-2.4,-0.5,-0.2
Cc1oc(C)c(C(=O)NCCCC(=O)O)c1C(=O)NCCCC(=O)O,-4.2,-4.2,0.0,-1.7,8.1,1.4,10.1,7.0,1.1
CN(CC(=O)Nc1ccc(Cl)cc1)Cc1cc(=O)n2ccsc2n1,0.0,1.5,-2.3,-1.7,8.7,7.3,1.9,5.2,-0.4
O=C(Cc1ccccc1)c1c[nH]c(C(=O)NCCCN2CCOCC2)c1,-15.6,-1.5,1.1,3.3,2.7,-3.4,6.3,3.4,1.7
O=C1CC(c2ccccc2)CC(O)=C1C=NCc1ccncc1 (stereo not given),9.5,0.1,-0.3,-1.6,3.7,-7.8,16.6,8.8,-0.5
COC(=O)COc1ccc(-c2nn(C)c(=O)c3ccccc23)cc1,2.2,-2.1,-3.2,0.0,12.7,-3.2,6.5,10.4,-0.3
COc1ccc(CN(C(=O)c2cccs2)c2nccs2)cc1OC,9.1,0.5,-1.7,1.2,9.9&7.2,-3.8,3.6,14.5,-0.3
COc1ncnc2c1N=C1CC(C)(C)CC(N)=C1S2,1.9,9.4,0.0,0.4,.,-13.6,10.6,17.2,1.0
Cc1nc2ccc(S(=O)(=O)NCC(=O)N3CCC(N4CCCCC4)CC3)cc2s1,18.7,-4.8,-0.9,-2.5,6.4,-0.1,-14.4,-7.1,2.1
COc1ccc2c(c1)C(=O)[C@@H](O)[C@H](c1ccc(OC)c(Br)c1)O2,23.2,1.2,-6.1,-1.1,10.9,-4.7,0.2,11.7,36.2
CC(C)OCCCNC(=O)CCc1nc(-c2ccccc2)no1,-18.6,-7.3,1.9,-2.1,11.5,0.9,-16.3,11.2,1.4
O=C(CCc1n[nH]c(=O)[nH]c1=O)N/N=C/c1ccco1,-2.2,-9.7,1.1,-2.2,0.8,6.3,13.2,1.5,1.8
COC(=O)c1c(SCc2cccc3ccccc23)nc(=O)[nH]c1C,29.2,-0.6,-2.0,-2.0,3.1,-3.0,10.3,12.6,-0.8
COc1cccc(CNC(=O)C2CCC(CNS(=O)(=O)c3cccc4nsnc34)CC2)c1 (stereo not given),1.4,1.4,2.0,-0.5,8.5,-0.2,-5.4,9.4,0.0
CCn1c(COc2ccc(C)cc2)nc2ccccc21,-15.9,-4.5,3.4,-3.3,5.9,6.5,7.6,4.7,3.2
Cc1[nH]nc2c1C1(C(=O)Nc3ccc([N+](=O)[O-])cc31)C(C#N)=C(N)O2 (stereo not given),-17.8,4.8,-0.4,-1.9,5.2,-28.3,11.1,18.2,1.0
O=c1cc(-c2ccc(O)cc2)oc2c([C@@H]3O[C@H](CO)[C@@H](O)[C@H](O)[C@H]3O)c(O)c([C@@H]3O[C@H](CO)[C@@H](O)[C@H](O)[C@H]3O)c(O)c12,10.6,7.6,0.5,0.2,12.5,-112.9,26.6,6.6,2.5
CCCCOC(=O)c1ccc(NC(=O)c2ccoc2C)cc1,101.0*,-6.2,0.0,-0.1,6.1,2.1,1.6,7.0,0.1
O=C(Nc1ccc2c(c1)OCCO2)C1CCN(S(=O)(=O)c2ccc3c(c2)OCCO3)CC1,41.3,-10.3,2.4,0.4,12.3,-4.2,12.4,-15.0,0.3
O=C(Nc1ccccc1)c1cc([N+](=O)[O-])ccc1NCc1cccnc1,18.2,4.5,3.0,1.2,8.9,-14.2,-11.5,10.9,-0.8
CCc1cc(C)cc(OCCNC(=O)c2ncn[nH]2)c1,20.1,14.9,1.4,0.8,8.4,7.5,-2.6,5.8,.
Cc1ccccc1C(=O)NNC(=O)C(=O)Nc1cccc(Cl)c1C,50.4,-21.1,-0.8,3.4,8.5,3.2,28.4,6.5,0.8
CCN1CCN(C(=O)CN2C(=O)c3cccc4cccc2c34)CC1,-8.7,5.2,0.1,1.1,8.7&13.0,-6.9,-0.4,12.8,0.2
COC(=O)C1CCN(C(=O)COC(=O)COc2ccc(C#N)cc2)CC1,6.2,-2.2,0.3,0.1,6.1,4.4,20.6,6.2,4.0
CCCNC(=O)CCC(NS(=O)(=O)c1ccc(C)cc1)C(=O)NCCC (stereo not given),-2.5,-3.0,-1.9,-1.4,0.2,4.5,11.0,14.6,-0.4
Cc1ccc(Nc2nc(CSc3nnc(-c4cccs4)o3)cs2)cc1,85.8*,-22.9,0.3,-0.3,14.1,-5.8,6.1,8.8,1.0
COC(=O)[C@H](C)NC(=O)NC(C)CCc1ccccc1 (stereo not given in full),-4.2,-0.8,0.2,-2.2,4.3,-3.4,-25.3,12.2,0.8
S=c1nc[nH]c2c1sc1nc(N3CCOCC3)c3c(c12)CCCC3,-47.8,-6.6,-5.6,-0.2,16.6,0.6,25.4,5.8,-0.8
Cc1nc2sc3c(c2c(=O)o1)CC(C)(C)OC3,18.4,5.8,-2.7,1.4,9.4,-2.4,8.5,16.5,-0.5
Cn1c(=O)c2c(nc(N3CCOCC3)n2CCSc2ncccn2)n(C)c1=O,11.7,4.1,0.6,0.7,9.6,-0.5,-7.2,18.0,0.9
COc1ccccc1Oc1ccc(NC(=O)c2ccc(Cl)cc2)cc1,23.6,1.6,-2.4,-0.4,8.8,-10.4,6.6,0.4,5.0
CCCC(C)C(=O)Nc1nc(C)c(-c2csc(Nc3cc(Cl)ccc3C)n2)s1 (stereo not given),31.8,-4.5,2.5,2.2,3.3,-12.6,17.2,4.1,1.7
CCOC(=O)C1CCN(Cc2ccc(Cl)c(Cl)c2)CC1,52.0,-1.4,1.5,-1.0,18.7,-0.2,15.6,-8.3,1.4
COc1cc(C2=NOC(C(=O)N3CCOCC3)C2)cc(OC)c1OC (stereo not given),4.8,0.9,-2.7,-4.4,10.4,-4.5,14.9,18.0,-0.3

The results go on.
structure,CHOP inhibitor,FXIa inh 1536,TNF necrop inh,Wee1 degr inh,PGE2 EP2 inh,TbHK1 inh,PPC-1+TRAIL kill,FXIIa inh,zVAD death inh
CC(=O)CCC(=O)OCC(=O)Nc1ccc(SC(F)F)cc1,-16.9,32.6,1.2,-2.7,5.8,9.8,-2.0,27.5,0.5
COc1ccc(N(Cc2cc3ccc(C)cc3[nH]c2=O)C(=O)c2ccco2)cc1,11.8,2.3,-0.4,1.6,10.7,-2.0,-7.9,17.8,0.4
CCC(=O)c1ccc(OCC(O)CN(C)C2CCCCC2)cc1 (stereo not given),35.1,-8.8,-1.3,0.5,17.4,9.5,14.5,-6.4,0.1
CCCOc1ccc(NCC(=O)Nc2ccc(C)cc2C)cc1,37.7,2.5,-4.3,3.9,4.3,0.1,21.1,5.5,0.3
COC(=O)c1ccccc1NC(=O)C1CC(=O)N(c2ccc(C)cc2)C1 (stereo not given),16.2,3.4,-1.6,-2.2,7.9,-3.1,-29.8,9.2,0.0
CCOC(=O)c1sc(NC(=O)c2c(C)nn(Cc3ccccc3)c2C)cc1C,-11.9,-2.1,1.2,-2.1,14.1,-21.3,10.2,3.6,1.1
COc1cccc(=O)c2c(C)n(-c3cc(C)cc(C)c3)c(C)c12,27.5,-4.9,-4.6,-1.7,0.8,-5.5,10.2,4.0,-0.4
CCn1c(CC(C)C)n[nH]c1=S,-12.6,1.1,0.5,0.7,1.6,-2.2,13.7,9.5,0.9
Cc1cc(C)c(/C=N/NC(=O)c2nnn(-c3nonc3N)c2COc2ccc(F)cc2)c(C)c1,-6.4,1.3,-1.0,-4.0,9.0,-9.1,-2.5,0.4,1.8
